# Bioassay records deposited in PubChem by several laboratories.
# CendR NRP1 mod – alters CendR peptide binding to human NRP-1 | 0.85% of 360,000 active | FAM-RPARPAR peptide binding to NRP-1, fluorescence polarization | inhibition, % at 25 µM | AID 602438 | O14786;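 active = inhibition or corrected inhibition above about 18%, plus a signal ratio from 0.5 to 1.5, limit read from the data, passing the limit was not always enough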; also: strong numbers were not always called active
# MsrA inhibitor – bovine MsrA inhibition | purified bovine MsrA, absorbance read-out | 0.75% of 360,000 active | AID 651718 | inhibition, % at 15.5 µM; in the data active = inhibition above about 4.5%;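 also: 0% = vehicle wells with enzyme and 100% = reference inhibitor wells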
# E coli Lon inh – inhibitors of E. coli Lon protease. AID 602123. 0.42% of 360,000 active. inhibition, % at 7.94 µM. purified E. coli Lon protease, fluorescence polarization; in the data active = inhibition above about 13%, passing the limit was not always enough;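 also: 0% = enzyme with probe and DMSO and 100% = no enzyme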
# Scp1 inh – blocks human Scp-1 phosphatase activity; Recombinant Scp1, phosphopeptide, malachite green phosphate absorbance; inhibition, % at 20 µM; 0.88% of 340,000 active; Q9GZU7; AID 493091;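 active = inhibition above about 50% at 20 µM, limit read from the data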;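 also: plate controls were DMSO wells with enzyme for no effect and wells lacking enzyme for full effect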
# Target sequence (Q9GZU7 76-261 limits assumed): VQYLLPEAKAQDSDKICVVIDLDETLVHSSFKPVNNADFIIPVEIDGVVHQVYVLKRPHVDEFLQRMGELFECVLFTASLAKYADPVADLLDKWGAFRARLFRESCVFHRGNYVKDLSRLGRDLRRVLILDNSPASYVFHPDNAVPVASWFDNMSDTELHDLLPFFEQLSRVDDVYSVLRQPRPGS
#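 Test system: SCP-1 phosphatase catalytic domain, residues 76-261; measured by: colorimetric phosphate reagent with accelerator and stabiliser, absorbance at 630 nm; timing: enzyme reaction 45 min at room temperature, colour 5 min, stabilisation 30 min; also added: Phosphorylated 17-residue peptide substrate; compound dosing: one concentration, 20 µM, with 1.0% DMSO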
# LMPTP inh – LMPTP (human) inhibition; P24666; recombinant LMPTP-A, OMFP fluorogenic substrate, fluorescence intensity; inhibition, % at 20 µM; 0.22% of 360,000 active;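 active = compounds that cut the enzyme signal by at least half of the control window in the single-dose screen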;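 also: plate controls were DMSO wells with enzyme plus substrate for no effect and substrate without enzyme for full effect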
# Target sequence (P24666 whole entry, looked up): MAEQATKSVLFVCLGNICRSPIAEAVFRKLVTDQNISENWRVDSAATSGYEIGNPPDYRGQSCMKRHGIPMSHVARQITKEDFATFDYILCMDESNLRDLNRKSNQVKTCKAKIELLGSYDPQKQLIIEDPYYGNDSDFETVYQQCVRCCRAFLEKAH
#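 Buffer or medium: Bis-Tris pH 6.0, DTT, detergent; Assay system: LMPTP-A enzyme; Quantity: 0.625 nM enzyme; Detection: endpoint fluorescence intensity; Times: 50 min dark incubation at room temperature; Controls: substrate-only low control, DMSO enzyme-plus-substrate high control; Doses: single 20 µM dose; Read-out: percent inhibition versus substrate-only and uninhibited controls; Reagent: 400 µM OMFP.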
# DNMT1 inh – inhibitors of human DNMT1. 0.83% of 360,000 active. DNMT1 molecular beacon, Hinp1I cleavage, fluorescence. inhibition (reported as % activation of signal), % at 10 µM; in the data active = inhibition above about 50%
# SUMO1 PPI mod – SUMO1-SIM interaction modulation; P63165; SUMO1 binding to a labelled peptide, TR-FRET, 1 h; inhibition, % at 20 µM; 0.33% of 360,000 active; in the data active = inhibition above about 37%
# Target sequence (P63165 whole entry, looked up): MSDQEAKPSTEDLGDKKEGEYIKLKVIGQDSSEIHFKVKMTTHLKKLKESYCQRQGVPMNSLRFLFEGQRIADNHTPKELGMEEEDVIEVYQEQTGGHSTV
# MsrA act – activates bovine MsrA enzyme | 0.3% of 360,000 active | AID 602163 | purified bovine MsrA, absorbance read-out | activation, % at 10.6 µM; in the data active = activation above about 7.5%;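 also: 0% = vehicle and 100% = reference activator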
# STEP block – STEP (human) phosphatase inhibition; AID 588621; inhibition, % at 20 µM; recombinant STEP, OMFP fluorogenic substrate, fluorescence; 0.25% of 360,000 active;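 active = inhibition at 20 µM, scaled per plate between control wells, above about 37%, limit read from the data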;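 also: 0% = DMSO with enzyme and substrate and 100% = substrate only without enzyme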
# Target sequence (P54829 whole entry, looked up): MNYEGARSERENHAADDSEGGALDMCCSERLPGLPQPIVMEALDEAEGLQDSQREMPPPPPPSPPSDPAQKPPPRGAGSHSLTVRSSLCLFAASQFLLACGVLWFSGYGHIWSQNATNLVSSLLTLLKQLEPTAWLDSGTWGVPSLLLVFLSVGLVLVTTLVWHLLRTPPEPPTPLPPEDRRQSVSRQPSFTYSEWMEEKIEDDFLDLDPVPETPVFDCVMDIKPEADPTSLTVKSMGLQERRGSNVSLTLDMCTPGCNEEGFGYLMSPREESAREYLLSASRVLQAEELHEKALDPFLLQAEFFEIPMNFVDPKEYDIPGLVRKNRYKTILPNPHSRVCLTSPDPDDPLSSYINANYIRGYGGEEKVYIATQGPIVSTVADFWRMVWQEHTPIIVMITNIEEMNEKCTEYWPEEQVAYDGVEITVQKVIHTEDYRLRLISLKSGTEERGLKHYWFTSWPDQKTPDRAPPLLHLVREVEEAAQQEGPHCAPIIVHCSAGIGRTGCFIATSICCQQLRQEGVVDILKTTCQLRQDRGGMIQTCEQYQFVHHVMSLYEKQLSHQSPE
#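 Assay system: isolated STEP enzyme. Buffer or medium: pH 6.0 Bis-Tris with DTT and Tween 20. Also added: fluorogenic phosphatase substrate OMFP at 25 µM final. Dosing: 20 µM, 1% DMSO. Timing: 20 min reaction, room temperature, in the dark. Measured by: fluorescence intensity, excitation 480 nm, emission 540 nm. Evaluation: normalized % inhibition.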
# TbMetRS inhib – blocks T. brucei methionyl-tRNA synthetase activity | AID 624268 | inhibition, % at 11.9 µM | 0.4% of 360,000 active | purified T. brucei MetRS, ATP depletion, Kinase-Glo luminescence;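 active = inhibition above a per-plate cutoff of the control wells' mean inhibition plus 3 SD, cut at about 5.5% in these data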;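 also: 0% = DMSO wells median and 100% = median of wells with control inhibitor compound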
#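 Test system: purified T. brucei MetRS enzyme. Also added: ATP, methionine and E. coli bulk tRNA substrates. Compound: 11.9 µM single point. Schedule: 15 min enzyme-compound preincubation, 2 h reaction, 10 min detection, 25 °C. Signal: luciferase luminescence of residual ATP, Kinase-Glo. Evaluation: percent inhibition versus plate control medians. Controls: DMSO wells, low control.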
# Numbers without * were called inactive; . = not tested or not shown.
SMILES,CendR NRP1 mod,MsrA inhibitor,E coli Lon inh,Scp1 inh,LMPTP inh,DNMT1 inh,SUMO1 PPI mod,MsrA act,STEP block,TbMetRS inhib
CN(C)CCN1C(=O)C(=O)/C(=C(/O)c2ccc(S(=O)(=O)N3CCOCC3)cc2)C1c1ccccc1 (stereo unspecified),17,2.3,-7,-6,-2.5,-5,-10,3,2,-0.5
CC(=O)Nc1ccc(OC(F)(F)C(F)C(F)(F)F)c(NC(C)=O)c1 (stereo unspecified),-13,0.1,5,-7,-0.2,13,1,-11,-4,-0.7
Cc1cccc(NC(=S)NNC(=O)c2sccc2C)c1,5,0.2,5,-6,-1.6,2,0,-6,3,-1.4
Cc1nnc(SCC(=O)NNC(=O)c2ccc(Cl)cc2)n1CC1CCCO1 (stereo unspecified),4,1.1,12,-3,0.3,4,-5,-1,-2,-0.4
COc1cccc2cc(C(=O)C3=C(O)C(=O)N(CCN(C)C)C3c3ccc(Cl)cc3)oc12 (stereo unspecified),0,1.8,-7,-11,4.2,1,1,-4,-2,0.0
Cc1cc(C)nc(NC2=NCC(=O)N2c2ccc(Cl)cc2)n1,-2,3.9,4,1,0.6,2,3,2,-1,-0.7
COc1ccc2c(/C=C/c3cc[n+](C)cc3)c[nH]c2c1,-162,-1.0,-92,-3,2.5,-10,-65,-2,-3,-0.3
CNS(=O)(=O)c1ccc2c(c1)[nH]c(=S)n2C,-2,0.0,63*,.,-3.1,1,0,-8,4,-0.4
O=C(c1ccco1)N1CCN(Cc2cn[nH]c2-c2cccc3ccccc23)CC1,4,-1.2,-5,-4,-2.0,-6,-2,-1,1,-0.4
Cc1cc(C)c(C(=O)/C=C/c2cccs2)c(=O)[nH]1,-4,3.4,2,-10,-1.0,1,-9,-5,-1,-0.6
C=C1CCN([C@H](C(=O)NCc2ccccc2)C(C)C)S(=O)(=O)c2ccccc21,7,0.0,-13,-1,-0.6,7,7,-12,-6,-0.7
CSc1ccc(C(=S)N2CCN(CCO)CC2)cc1,-3,0.7,-3,-3,0.1,-3,0,-3,54*,0.3
CCCC(=O)N1CCN(c2ccc(NC(=O)c3cc4ccccc4o3)cc2)CC1,5,2.2,-2,-16,0.2,-6,-4,-3,0,-1.0
NNC(=O)COc1cccc(Oc2ccccc2)c1,0,0.3,-1,-4,-0.1,-1,-1,-5,-1,-0.3
Cc1csc(=O)n1CC(=O)OCC(=O)Nc1ccc(F)c(F)c1F,-3,-0.3,-8,.,-0.6,4,-1,-3,-2,0.3
O=C(c1ccco1)n1nc(-c2ccccc2)nc1NCc1ccco1,0,-1.1,-2,-5,1.7,2,-1,0,1,-0.2
CC(C)[C@H](NC(=O)[C@@H]1Cc2ccccc2CN1C(=O)OC(C)(C)C)C(=O)NCc1ccco1,9,-1.5,-2,-8,-1.1,1,-2,0,1,-0.3
Cc1cccc(NC(=S)NCc2ccccc2)c1C,7,-0.2,-1,4,-1.3,0,3,-9,1,-0.9
O=C(NC1CC1)C1CCC(=O)N1C1CCCC1 (stereo unspecified),2,-1.2,-4,-14,-1.7,-1,1,-3,-1,-0.1
NC(=O)c1ccccc1NC(=O)CN1CCN(Cc2ccccc2)CC1,4,-0.5,5,-10,-1.9,-1,-2,-2,1,-0.5
CC12C(=O)N(c3cccc4cccnc34)C(=O)C1C1C=CC2C1 (stereo unspecified),4,-0.6,-3,-8,-1.8,1,0,-2,-3,0.4
CCN(CCNC(=O)C1CCN(S(=O)(=O)CC)CC1)c1ccccc1,0,0.5,-3,-5,-0.5,1,1,-4,-2,-0.2
CCOC(=O)Nc1ccc(NC(=O)c2ccccc2F)cc1,1,-0.9,7,1,-1.3,-1,0,-7,-2,-0.4
O=C(CSc1nnc(-c2ccncc2)o1)N1CCc2ccccc2C1,-1,-0.5,-6,-5,-0.8,-1,0,-2,-4,0.1
Nc1nc(SCC(=O)c2c(N)n(Cc3ccccc3)c(=O)[nH]c2=O)n[nH]1,4,1.0,-1,-12,0.3,1,-5,-3,2,1.7
# Additional records:
SMILES,CendR NRP1 mod,MsrA inhibitor,E coli Lon inh,Scp1 inh,LMPTP inh,DNMT1 inh,SUMO1 PPI mod,MsrA act,STEP block,TbMetRS inhib
COc1ccc(C(CNC(=O)c2ccc(C)c(S(=O)(=O)N3CCCCC3)c2)N(C)C)cc1OC (stereo unspecified),-4,-1.1,9,0,-1.3,-1,-1,-4,0,-0.5
Cc1cccn2c(=O)c(C=O)c(Sc3ncccn3)nc12,-17,0.4,9,-2,1.2,3,-11,-2,0,-0.3
O=C1c2ccccc2C(c2nnnn2-c2ccc3c(c2)OCCO3)N1CCc1ccc(O)cc1 (stereo unspecified),-9,-0.7,8,.,0.1,.,-7,-1,.,0.1
CCOc1ccc(/C=C2\SC(=S)N(CCC(=O)Nc3cccc(C(=O)O)c3)C2=O)cc1,-17,0.5,-1,85*,74*,0,-16,-3,54*,-0.7
O=C(NNC(=O)c1ccccc1O)c1ccc(Cl)c(S(=O)(=O)N2CCCCC2)c1,-1,0.4,-1,5,-0.7,0,9,-6,2,-0.3
Cc1cc(/C=N/NC(=O)c2ccc(O)cc2)c(C)n1C1CC1,12,0.9,-8,5,1.6,-12,13,-11,0,-1.6
CCOc1ccc(N(CC(=O)NCCSCc2ccccc2)S(C)(=O)=O)cc1,8,0.5,1,-2,-0.6,2,6,-3,-4,-1.1
CCC[C@H]1CC(=O)C=C(c2ccc(OC)cc2)ON1C(=O)OC(C)(C)C,-9,0.4,1,-11,1.1,15,-10,-2,2,-1.6
COc1cc(CN2CCC(CCC(=O)NC3CC3)CC2)cc(Cl)c1OC,-11,0.3,-1,-6,0.5,2,0,-2,-1,0.2
CC(=O)c1ccc(OC(=O)N2CCOCC2)cc1,5,0.1,0,-2,0.2,0,1,-3,-2,0.2
Nc1ccc(Oc2ccccc2-c2ccccc2)cc1,-1,0.5,9,7,2.2,-5,7,-2,0,-0.8
COc1cccc(-n2c(Cn3nc(C(F)F)cc3C(F)F)n[nH]c2=S)c1,-10,-0.1,2,3,-1.2,-3,-2,-2,-1,0.4
Cc1cccc(NC(=O)c2cnn(-c3ccccc3)c2C)c1C,-3,0.1,-3,-7,0.1,0,5,-5,-2,0.4
CCCNC(=O)c1nn2c(C(F)(F)F)cc(-c3ccccc3)nc2c1Br,12,-0.6,-2,0,1.1,-1,-5,-3,3,-0.9
O=C(COC(=O)C1(c2ccccc2)CCCC1)N1CCNC1=O,-4,1.6,4,0,-1.1,6,0,-5,1,-0.3
COc1cc(C2Nc3cc(Cl)c(S(N)(=O)=O)cc3S(=O)(=O)N2)ccc1OCc1ccccc1 (stereo unspecified),-7,1.5,-4,-12,0.5,-2,2,-3,-1,-0.1
CCCCn1c(N)c(N(CCC(C)C)C(=O)CSc2nnc3ccccn23)c(=O)[nH]c1=O,-4,-0.5,3,-18,0.2,-1,-2,-4,0,-1.0
C=CCn1cc([N+](=O)[O-])nc1C,-6,0.1,7,-4,-2.3,7,0,-10,-3,-1.3
O=C(c1ccc2c(c1)OCO2)C1CCCN(Cc2cccn2-c2cccnc2)C1 (stereo unspecified),8,1.1,9,-6,0.9,-1,2,-8,-2,1.7
CCCNS(=O)(=O)c1ccc(CCC(=O)N2CCCC2)cc1,8,0.6,0,1,-0.7,-4,-3,-9,0,-2.1
COc1ccc(N2CCN(c3cc(C(=O)Nc4cc(OC)c(OC)c(OC)c4)ncn3)CC2)cc1OC,-6,0.6,12*,.,-0.7,-3,3,-2,2,0.6
CN1C(=O)SC(Nc2ccc(F)cc2)C1=O (stereo unspecified),10,0.8,-4,2,0.1,-2,1,1,1,-0.2
O=C(Nc1ccccc1Oc1cccnc1)C1CCCN(C/C=C/c2ccc(F)cc2)C1 (stereo unspecified),12,-0.4,7,-5,-0.3,-3,-9,-2,-1,-0.2
Cc1cccc(NC(=O)C2CCCN(S(=O)(=O)c3c(C)nn(C)c3C)C2)n1 (stereo unspecified),-10,0.2,12*,-2,-1.1,0,-3,-3,-3,-0.5
CC1=Nc2nc(N3CCCCCC3)c(C#N)c3c4c(nc(c23)N1)N(c1ccc2ccccc2c1)C(=O)C4,2,.,-8,34,4.9,-6,1,-3,2,0.0
O=C(Nc1ccc2c(c1)N(S(=O)(=O)c1cccs1)CCC2)c1c(F)cccc1Cl,0,-0.4,-4,-11,2.1,-11,1,0,0,-0.4
Nn1c(SCC(=O)NC(=O)NCc2ccccc2)nnc1C1CC1,3,-0.4,-5,-4,0.4,-2,2,-1,8,-0.5
CN(c1ccc(C(=O)NCCSC(C)(C)C)cc1)S(=O)(=O)c1ccccc1,13,-1.4,-1,-3,1.1,-2,2,-2,-1,0.3
N#Cc1c(Cl)cccc1N1CCC(C(N)=O)CC1,5,-1.2,-14,-7,-2.1,0,7,-2,1,-0.1

# Part of the list above in order of heavy-atom count, largest number first.
SMILES,CendR NRP1 mod,MsrA inhibitor,E coli Lon inh,Scp1 inh,LMPTP inh,DNMT1 inh,SUMO1 PPI mod,MsrA act,STEP block,TbMetRS inhib
CCOc1ccc(/C=C2\SC(=S)N(CCC(=O)Nc3cccc(C(=O)O)c3)C2=O)cc1,-17,0.5,-1,85*,74*,0,-16,-3,54*,-0.7
Cc1cccc(NC(=O)C2CCCN(S(=O)(=O)c3c(C)nn(C)c3C)C2)n1 (stereo unspecified),-10,0.2,12*,-2,-1.1,0,-3,-3,-3,-0.5
COc1cccc(-n2c(Cn3nc(C(F)F)cc3C(F)F)n[nH]c2=S)c1,-10,-0.1,2,3,-1.2,-3,-2,-2,-1,0.4
Cc1cccn2c(=O)c(C=O)c(Sc3ncccn3)nc12,-17,0.4,9,-2,1.2,3,-11,-2,0,-0.3
Nc1ccc(Oc2ccccc2-c2ccccc2)cc1,-1,0.5,9,7,2.2,-5,7,-2,0,-0.8
CC(=O)c1ccc(OC(=O)N2CCOCC2)cc1,5,0.1,0,-2,0.2,0,1,-3,-2,0.2
CN1C(=O)SC(Nc2ccc(F)cc2)C1=O (stereo unspecified),10,0.8,-4,2,0.1,-2,1,1,1,-0.2
C=CCn1cc([N+](=O)[O-])nc1C,-6,0.1,7,-4,-2.3,7,0,-10,-3,-1.3
